mHTT-CaM PPI inh – mutant huntingtin-calmodulin interaction inhibitors – biochemical, AlphaScreen, primary screen | AlphaScreen His-mHTT/GST-CaM binding, luminescence | inhibition, % at 15 µM | 190,000 tested, 3.6% active | AID 1671202, 2021;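 further: 0% = both proteins with DMSO and 100% = one protein alone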
Pf apPOL inh – Pf-apPOL inhibitors, biochemical, fluorescence | inhibition, % at 10 µM | Recombinant Pf-apPOL, molecular beacon fluorescence, 1.5 h | 210,000 tested, 0.25% active | AID 1794808, 2022 | Plasmodium falciparum apicoplast DNA polymerase (apPOL)
Starred values were filed as active, the others as inactive; . = not tested or not shown; & = joins results of further samples. No stated cut-off is given here; in the data, active means inhibition above about 50%; inactive means the rest. Not all compounds are listed. The share of hits here may be higher or lower than overall.

1: COc1ccc(C2=NN(C(=O)c3ccco3)C(c3cc4cc(OC)ccc4nc3Cl)C2)cc1 (centres undefined)
2: O=C(CSc1nnc(-c2cccc(Br)c2)o1)c1ccccc1
3: COc1ccc(C(=O)COc2cc(=O)oc3ccccc23)cc1
4: O=S(=O)(NCC1(O)CCc2ccccc21)c1c(F)cccc1F (centres undefined)
5: CCCN(CCC)CCNC(=O)C1C2C=CC3(CN(Cc4cccs4)C(=O)C13)O2 (centres undefined)

screen / no.	1	2	3	4	5
mHTT-CaM PPI inh	7	1	.	-6	0
Pf apPOL inh	-3	2	-6	-8	-1

6: O=C1NCCN1C(=O)NC1CCCCC1
7: O=c1c(-c2ccc(Cl)cc2)coc2cc(O)cc(O)c12
8: CC(=O)NCC(=O)N1CCC(Oc2cc(N3CCOCC3)ncn2)C1 (centres undefined)
9: COc1ccc2nc(SCC(=O)NCCc3ccccc3)[nH]c2c1
10: Cc1noc(-c2ccc(=O)n(Cc3nc(-c4ccccn4)no3)c2)n1

screen / no.	6	7	8	9	10
mHTT-CaM PPI inh	-3	46&45	-2	-2	-5
Pf apPOL inh	.	-4&-3	-3	-6	-10

11: CC1=CCC(C(=O)O)(C(=O)n2nc(C)cc2C)C(c2ccc(Br)cc2)C1 (centres undefined)
12: O=C(Cn1c2c(c3ccccc31)CCC2)NCCCn1ccnc1
13: O=C(NCc1ccccn1)C1CCN(c2nc3ccc(-c4cncnc4)nc3s2)CC1
14: Cc1nnc(NC(=O)CSc2nnc3[nH]c(=O)cc(-c4ccccc4)n23)s1
15: CCc1ccc(CNC(=O)C(=O)Nc2cccc(OC)c2)cc1

screen / no.	11	12	13	14	15
mHTT-CaM PPI inh	-39	9	2	-4	-1
Pf apPOL inh	-3	-4	0	23	-7

Screen by screen, quoted from above:
Entries 7 to 13 in Pf apPOL inh read -4&-3, -3, -6, -10, -3, -4, 0
Entries 7 to 13 in mHTT-CaM PPI inh read 46&45, -2, -2, -5, -39, 9, 2

Remaining list, next part.
16: CCOc1ccc(-c2cn3ccn(-c4ccc5c(c4)CCC5)c(=O)c3n2)cc1
17: COc1cccc(-n2c(=O)c3sccc3n(Cc3ccccc3C#N)c2=O)c1
18: O=c1[nH]c(-c2ccc(F)cc2)nc2c1CCN(S(=O)(=O)c1cccc3cccnc13)C2
19: O=[N+]([O-])c1cc(Cl)ccc1Sc1ccccc1NS(=O)(=O)c1cccc(C(F)(F)F)c1
20: COc1ccccc1/C=C/C1=NC(=C\c2cccc(Cl)c2Cl)/C(=O)O1

screen / no.	16	17	18	19	20
mHTT-CaM PPI inh	-2	-3	10	.	9
Pf apPOL inh	-7	-1	-2	-17	5

21: O=C(Nc1ccccc1F)N1CCn2cccc2C1Cc1ccccc1 (centres undefined)
22: O=C1Nc2ccccc2N(O)N1c1ccccc1C(F)(F)F
23: O=C(c1ccc(Br)cc1)N1CCN(c2ccc(Cl)cc2[N+](=O)[O-])CC1
24: O=C(ON=Cc1c(F)cccc1Cl)c1ccc(Oc2ccc(Cl)cc2)c([N+](=O)[O-])c1
25: Cc1occc(=O)c1OCc1ccc(Cl)cc1

screen / no.	21	22	23	24	25
mHTT-CaM PPI inh	-1	-4	37	.	.
Pf apPOL inh	-2	-3	-2	-6	4

2 records drawn at random from the list so far:
20: COc1ccccc1/C=C/C1=NC(=C\c2cccc(Cl)c2Cl)/C(=O)O1
19: O=[N+]([O-])c1cc(Cl)ccc1Sc1ccccc1NS(=O)(=O)c1cccc(C(F)(F)F)c1

screen / no.	20	19
mHTT-CaM PPI inh	9	.
Pf apPOL inh	5	-17

The listing continues:
26: Cc1ccccc1CN1CCN(Cc2ccco2)CC1
27: O=[N+]([O-])c1ccc(Nc2cccc3ccccc23)c([N+](=O)[O-])c1
28: COc1ccc(N2CC(C)(C)[C@H](CC(=O)Nc3ccccc3)C2=O)cc1
29: O=C(NCc1ccccc1)N1CCCC1c1nc(-c2ccccc2)n[nH]1 (centres undefined)
30: CC1C(=O)N(c2ccc(Br)cc2)CCN1C(=O)C1CC1 (centres undefined)

screen / no.	26	27	28	29	30
mHTT-CaM PPI inh	-3	9	-4	-12	-4
Pf apPOL inh	-4	.	-4	3	-8

31: O=C1CCCC2=C1C(c1cccc(O)c1)n1nc(SCc3ccccc3F)nc1N2 (centres undefined)
32: CC(C)(C)c1cn2c3ccccc3nc2n1CCN1CCOCC1
33: O=S(=O)(Oc1ccc(F)cc1F)c1cccc(S(=O)(=O)Oc2ccc(F)cc2F)c1
34: O=C(COc1ccc(Cl)cc1Cl)Nc1cccc(F)c1
35: CC(NC(=O)c1ccccc1NC(=O)c1ccccc1)C(=O)NCc1ccco1 (centres undefined)

screen / no.	31	32	33	34	35
mHTT-CaM PPI inh	6	10	.	-15	8
Pf apPOL inh	-6	-2	-10	-6	-8

36: Cc1cc(S(=O)(=O)N2CCN(S(=O)(=O)c3ccc(Cl)c(C)c3)CC2)ccc1Cl
37: COc1cccc2cc(C(=O)Nc3ccccc3SC)oc12
38: COc1ccc(C(=O)Nc2cc(C(N)=O)c(Cl)cc2Cl)cc1
39: O=C(CSc1nc2sc3c(c2c(=O)n1-c1ccccc1)CCCC3)NC1CCCC1
40: COc1ccc(OC)c(CN2CCN(C(=O)c3cccnc3)CC2)c1

screen / no.	36	37	38	39	40
mHTT-CaM PPI inh	-2	-13	2	1	3
Pf apPOL inh	-4	-5	-2	-8	0

A draw from above in order of molecular weight, largest number first.
36: Cc1cc(S(=O)(=O)N2CCN(S(=O)(=O)c3ccc(Cl)c(C)c3)CC2)ccc1Cl
38: COc1ccc(C(=O)Nc2cc(C(N)=O)c(Cl)cc2Cl)cc1
37: COc1cccc2cc(C(=O)Nc3ccccc3SC)oc12

screen / no.	36	38	37
mHTT-CaM PPI inh	-2	2	-13
Pf apPOL inh	-4	-2	-5

Later entries:
41: Cc1ccc(C)c(S(=O)(=O)N2CCN(S(=O)(=O)c3cc(C)ccc3C)C(C)C2)c1 (centres undefined)
42: CCCC(=O)Nc1c2c(nn1C(C)(C)C)CSC2
43: CCCC1CCC2(CCC(=O)N2CCC#N)CC1 (centres undefined)
44: O=C(NC1CC1)c1cc2cc(Br)ccc2[nH]1
45: O=C(Nc1cnc(N2CCOCC2)nc1)c1ccccc1Br

screen / no.	41	42	43	44	45
mHTT-CaM PPI inh	-3	22	-16	3	0
Pf apPOL inh	-5	-2	-5	0	-4

Copied from the list.
cpd 42 | Pf apPOL inh: -2
cpd 41 | mHTT-CaM PPI inh: -3

(cont.)
46: COc1ccc(NC(=O)CN(C)S(=O)(=O)c2ccc3[nH]c4c(c3c2)CCCC4)cc1
47: Nc1ccc(S(=O)(=O)Nc2cccc3cccnc23)cc1
48: O=C(O)/C=C/c1ccc2c(c1)S(=O)(=O)N(C1CCCC1)[C@H]2CC(=O)O
49: CCc1n[n+]2c(C)cc(C)nc2s1
50: CCCCCCNC(=O)C=CC(=O)O

screen / no.	46	47	48	49	50
mHTT-CaM PPI inh	56*	57*	1	0	-1
Pf apPOL inh	-3	-2	-2	-8	-11

51: N#CC(=Cc1ccc(Cl)cc1)c1ccc(O)cc1
52: COc1ccc(C(=O)N2CC(C)C(c3nc(-c4ccncc4)no3)C2)c(OC)c1 (centres undefined)
53: COc1ccc(-c2noc(C3(NC(=O)c4ccccc4OC)CCCCC3)n2)cc1
54: Nc1c(C(=O)NCCN2CCCC2)nnn1-c1cccc(C(F)(F)F)c1
55: CCCC(=O)Sc1[s+]sc2c1-c1cc(C)ccc1NC2(C)C

screen / no.	51	52	53	54	55
mHTT-CaM PPI inh	.	4	-14	1	36
Pf apPOL inh	-2&-19	-3	-1	-2	.

56: Cc1cc(C(=O)Nc2nc3c(s2)CN(C(=O)Cn2c(=O)oc4ccccc42)CC3)no1
57: O=C(NCCC1=CCCCC1)C1CCCCC1
58: Cc1cc2oc(=O)c3c(c2c2occ(-c4ccccc4)c12)CCC3
59: COc1ccc(NC(=O)c2cc3n(n2)C(C(F)(F)F)CC(c2ccc(Cl)cc2)N3)cc1 (centres undefined)
60: CCc1c(C#N)c(N)nc(SCC(=O)c2ccc(C)cc2)c1C#N

screen / no.	56	57	58	59	60
mHTT-CaM PPI inh	-6	-15	-9	8	1
Pf apPOL inh	3	-13	0	-2	-10

61: CCNC(=O)c1nc(-c2ccc(N3CCCC3)cc2)no1
62: CCOc1ccccc1NC(=O)N1CCC(c2nc(C(=O)N(C)C)c(C)o2)CC1
63: O=C(NCC1CCCO1)c1ccc([N+](=O)[O-])o1 (centres undefined)
64: CC(=O)Nc1cccc(N2CC(C(=O)Nc3cccc(C(F)(F)F)c3)CC2=O)c1 (centres undefined)
65: Cc1nc(-c2ccccc2)sc1C(=O)N1CCC(C(C)C(=O)NC2CCCC2)CC1 (centres undefined)

screen / no.	61	62	63	64	65
mHTT-CaM PPI inh	-6	-6	-5	2	100*
Pf apPOL inh	-2	6	-3	0	-1

66: O=c1nc(-c2ccccc2)c2cc(Br)ccc2[nH]1
67: CC(C)OCCCNC(=O)C1CCN(c2ccc(N3CCCCC3)nn2)CC1
68: O=C(CCSc1ccccc1)N1CCN(Cc2nc3ccccc3[nH]2)CC1
69: O=C(NCc1ccc(F)cc1)c1ccn2c(-c3cc(F)cc(F)c3)nnc2c1
70: CCCc1cc(C2CCCN2C(=O)Cc2cccs2)no1 (centres undefined)

screen / no.	66	67	68	69	70
mHTT-CaM PPI inh	28&7	11	-1	1	8
Pf apPOL inh	-1&-4	-7	-9	-4	19

71: c1ccc2[nH]c(SCCN3CCOCC3)nc2c1
72: COc1ccc(NC(=O)CN(c2ccc(C(C)C)cc2)S(C)(=O)=O)c(OC)c1
73: COc1cccc(C=Nc2ccc(-c3cc4ccccc4oc3=O)cc2)c1O
74: COc1ccc(S(=O)(=O)Nc2ccc(F)c(Cl)c2)cc1OC
75: CC1CCN(C(=O)C2CCC(Cn3c(=O)[nH]c4ccsc4c3=O)CC2)CC1 (centres undefined)

screen / no.	71	72	73	74	75
mHTT-CaM PPI inh	-2	11	21	-2&-6	2
Pf apPOL inh	-4	-6	0	5&-1	-3

76: CNC(=O)C1Cc2ccccc2N1C(=O)C1CC1 (centres undefined)
77: O=S(=O)(Nc1cccc(CCc2ccccn2)c1)c1ccc(Cl)cc1
78: Cc1ccccc1C(=O)Nc1ccc(C)c([N+](=O)[O-])c1
79: Cc1ccccc1-n1nc2c(c1NC(=O)COc1ccc(Cl)cc1)CSC2
80: Cc1cc(C)c(C)c(OCC(=O)NCC2CCCO2)c1 (centres undefined)

screen / no.	76	77	78	79	80
mHTT-CaM PPI inh	-2	.	4	0	1
Pf apPOL inh	-2	-8	-5	4	-1

81: Cc1ccc(OCCNCCO)cc1C
82: O=C(NC(N1CCOCC1)C(Cl)(Cl)Cl)c1cccc([N+](=O)[O-])c1 (centres undefined)
83: CCCCC(=O)Nc1cc(C)c(Cl)cc1OC
84: COCCNC(=O)C1CCN(c2nc3ccc(-c4cccnc4)nc3s2)CC1
85: Cc1nn(-c2cccc(F)c2)c2nc(N3CCCC(C(=O)NC4CCCCC4)C3)sc12 (centres undefined)

screen / no.	81	82	83	84	85
mHTT-CaM PPI inh	-4	4	-11	3	-2
Pf apPOL inh	8	2	-4	2	-3

86: CC(C)(C)S(=O)(=O)CC(N)=NOS(=O)(=O)c1ccc(F)cc1F
87: COc1ccc(N(CC(=O)O)S(=O)(=O)c2ccc(NC(C)=O)cc2)cc1
88: O=C(NCc1cccnc1)Nc1cccc(Cl)c1
89: CCn1cc(SCC(=O)NCCc2ccc(OC)c(OC)c2)c2ccccc21
90: CC(C)=C1C2CCC1C1C(=O)N(c3nc(-c4ccccc4)c(C)s3)C(=O)C21 (centres undefined)

screen / no.	86	87	88	89	90
mHTT-CaM PPI inh	.	-2	2	11	-4
Pf apPOL inh	-10	2	0	-7	-2

91: CC(=O)N1CCN(c2nc(C(C)C)nc3sc(C)c(C)c23)CC1
92: Cc1cc(C)cc(NC(=O)C2CC(=O)N(c3cc(C)cc(C)c3)C2)c1 (centres undefined)
93: Cc1onc(-c2ccccc2Cl)c1C(=O)N1CC2CC1C(=O)O2 (centres undefined)
94: Cc1cc(NC(=O)CSc2nnc(C3COc4ccccc4O3)o2)no1 (centres undefined)
95: O=C(NCc1cccnc1)C(=O)Nc1cc(F)ccc1F

screen / no.	91	92	93	94	95
mHTT-CaM PPI inh	7	3	-6	72*	-4
Pf apPOL inh	-27	-5	-3	5	4

96: Cc1ccc(NS(=O)(=O)c2ccc(Cl)c([N+](=O)[O-])c2)c(Br)c1
97: Cc1ccc(NS(=O)(=O)c2ccc(F)cc2)c(NS(=O)(=O)c2ccc(F)cc2)c1
98: CCc1nc(C2CCN(C(=O)c3ccc4ncccc4c3)CC2)n[nH]1
99: Cc1cc(-c2csc(Nc3ccccn3)n2)ccc1F
100: O=C(CN(Cc1ccc(Cl)cc1Cl)S(=O)(=O)c1ccccc1)NCc1ccncc1

screen / no.	96	97	98	99	100
mHTT-CaM PPI inh	2	0	-9	-5	6
Pf apPOL inh	0	0	-2	0	12

Screening data deposited in PubChem by University of Kansas High Throughput Screening Laboratory.
